Assay outcomes from PubChem BioAssay.
TMEM16A act – activates or potentiates the mouse TMEM16A chloride channel; HEK293 TMEM16A/YFP-H148Q/I152L, iodide quench fluorescence; stronger effect = lower value; B-score at 10 µM; hit rate 0.3% among 340,000; AID 623877;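 active = fluorescence-ratio B-score plate-corrected deviation score at least 3 library SD below zero, with starting fluorescence score within 5 deviations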;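 note: channel opened by trigger with iodide after compound preincubation; score built on the fluorescence ratio of max minus min over baseline; more negative score means more quench and so TMEM16A activation or potentiation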
ANO1 block – blocks the mouse calcium-activated chloride channel TMEM16A | Q8BHY3 | HEK293 TMEM16A/YFP iodide influx fluorescence, ionomycin | normalized B-score (activity score, 25-100; higher = stronger inhibition) at 10 µM | hit rate 1.2% among 310,000;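 active = ratio plate-corrected score three or more library SD toward inhibition, starting fluorescence score within five deviations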;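 note: score derived from kinetic fluorescence span divided by baseline fluorescence per well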
TRPC4 potent – allosterically enhances the mouse TRPC4 cation channel; Q9QUQ5; HEK293 TRPC4beta/mu-opioid, DAMGO EC20, Fluo-4 Ca2+ flux; stronger effect = higher value; B-score at 10 µM; hit rate 0.42% among 310,000; AID 2227;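 active = B-score of calcium response area above 5 SD of library B-scores, with initial fluorescence ratio within 5 SD of library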;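 note: B-score of integrated fluorescence ratio over time as area under calcium response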
SKKanGAS inh – blocks kanamycin growth of S. pyogenes SKKanGAS strain | BacTiter-Glo, 6 h | inhibition, % at 7.5 µM | hit rate 1.3% among 300,000 | AID 1662;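 active = mean replicate score, as percent of positive control median, at least 50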;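 note: strain carries kanamycin resistance gene driven by streptokinase promoter and grows in 40 µg/ml kanamycin; loss of luminescence reflects streptokinase promoter inhibition or plain growth inhibition; 0% = median of DMSO wells and 100% = positive control at its reference dose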
MrgX1 agonist – human MrgX1 receptor agonism, primary screen | Q96LB2 | MrgX1-HEK293 cells, Fluo-4 calcium fluorescence, agonist mode; stronger effect = higher value | B-score at 10 µM | hit rate 0.44% among 310,000 | AID 588627;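 active = calcium response B-score plate-corrected fluorescence ratio at least 3 library SD, with starting fluorescence B-score inside 5 SD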
Target sequence (Q96LB2 whole entry, looked up): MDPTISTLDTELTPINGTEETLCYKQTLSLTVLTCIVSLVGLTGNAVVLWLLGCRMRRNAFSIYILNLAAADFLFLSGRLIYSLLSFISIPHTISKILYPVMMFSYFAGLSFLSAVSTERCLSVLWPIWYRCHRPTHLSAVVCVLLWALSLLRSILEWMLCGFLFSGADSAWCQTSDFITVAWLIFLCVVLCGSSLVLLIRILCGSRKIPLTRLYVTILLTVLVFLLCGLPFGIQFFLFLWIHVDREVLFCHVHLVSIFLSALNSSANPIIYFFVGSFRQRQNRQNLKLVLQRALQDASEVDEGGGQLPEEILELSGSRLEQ
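Material: MrgX1-expressing HEK293 cells / Dosing: compound as first of three additions / Incubation: overnight seeding, then 1 h dark dye loading / Signal: Fluo-4 NW calcium fluorescence / Evaluation: B-scored fluorescence response ratio / Benchmarks: positive and negative control wells on each plate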
TRPC4 block – blocks the mouse TRPC4 cation channel. hit rate 0.39% among 300,000. HEK293 TRPC4beta/mu-opioid, DAMGO-evoked Fluo4 calcium flux; stronger effect = lower value. Q9QUQ5. B-score at 10 µM;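 active = B-score over 3 SD under the library average, no early fluorescence shift, positive overall ratio signal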
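test system = HEK293 cells with stable TRPC4beta plus mu-opioid receptor expression | detection = Fluo4 Ca2+ flux fluorescence | read-out = integrated fluorescence ratio relative to baseline, converted to per-well B score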
MrgX1 allo act – allosterically activates human MrgX1 receptor signaling; Q96LB2; MrgX1-HEK293, Fluo-4 calcium flux, FDSS; stronger effect = higher value; B-score at 10 µM; hit rate 0.63% among 310,000;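 active = plate-corrected calcium response at least 3 library SD above typical, normal starting fluorescence, not activating the receptor alone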;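 note: compound read alongside a low EC10 to EC30 dose of BAM8-22 agonist; peak minus trough fluorescence over baseline measured at the second addition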
TRPC4 agonist – opens the mouse TRPC4 cation channel. hit rate 0.49% among 310,000. AID 2237. B-score at 10 µM. HEK293 TRPC4beta/mu-opioid, Fluo4 calcium fluorescence; stronger effect = higher value. Q9QUQ5;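 active = B-score above 5 SD of library B-scores, and initial fluorescence ratio not above library mean plus 5 SD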;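 note: positive B-score marks a calcium rise read as TRPC4 activation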
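Assay system: HEK293 cells stably co-expressing mouse TRPC4beta and mu-opioid receptor / Timing: Fluo4 dye loading 45 min at room temperature, 110 s recording / Signal: Fluo4 calcium-sensitive dye fluorescence, kinetic, 1 Hz baseline / Read-out: integrated baseline-normalised fluorescence ratio, converted to per-well B score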
TRPC6 activator – activators of mouse TRPC6 channel | AID 2550 | B-score at 10 µM | HEK293-TRPC6 membrane potential dye fluorescence; stronger effect = higher value | hit rate 0.13% among 310,000 | Q61143;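 active = B-score of the integrated fluorescence ratio above library mean plus 3 SD, and starting fluorescence ratio within library mean plus 5 SD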;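 note: higher score means more depolarization so channel activation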
TRPC6 inhibitor – inhibitors of mouse TRPC6 channel | B-score at 10 µM | HEK293-TRPC6, membrane potential dye, ACh-evoked depolarization; stronger effect = lower value | hit rate 1.1% among 310,000 | AID 2553;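 active = B-score under library mean minus 3 SD, initial fluorescence not abnormally high, positive integrated signal ratio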;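 note: B-score derived from integrated fluorescence ratio over the kinetic read; more negative B-score means stronger inhibition of depolarization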
MrgX1 antagonist – human MrgX1 receptor antagonism, primary screen. Q96LB2. MRGX1-HEK293 calcium flux, Fluo-4, BAM8-22 antagonism; stronger effect = lower value. B-score at 10 µM. hit rate 1.3% among 310,000;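 active = calcium-response B-score plate-corrected more than 3 library SD below zero, starting fluorescence within 5 deviations, no agonist response on first addition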;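 note: peak minus trough fluorescence over baseline after final BAM8-22 challenge near maximal dose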
Active calls of the source: *; i = inactive; · = not tested or not shown.

Values in the order: TRPC4 agonist	TRPC6 activator	SKKanGAS inh	TRPC4 block	ANO1 block	MrgX1 antagonist	TMEM16A act	MrgX1 agonist	TRPC4 potent	TRPC6 inhibitor	MrgX1 allo act
1	Cc1cccc(-n2ccc(=O)c(C(=O)Nc3ccc(S(=O)(=O)Nc4nccs4)cc3)n2)c1
→ i	i	12	i	i	i	i	i	i	i	i
2	O=C(COc1ccc2c(c1)CCC2)NCc1ccc(Cl)cc1
→ i	i	9	i	i	i	i	i	i	i	i
3	COc1ccc(/C=C/c2ccccc2)cc1[C@H]1[C@@H]2C=CCC[C@@]2(C)C(=O)N1Cc1ccccc1
→ i	i	27	i	i	i	i	i	i	i	i
4	COc1ccc(CCNC(=O)CN(c2ccc(OC)c(OC)c2)S(=O)(=O)c2ccc(C)cc2)cc1
→ i	i	5	i	i	i	i	i	i	i	i
5	CC1(C)CC(=O)C2=C(C1)N(c1ncn[nH]1)C(N)=C(C#N)C2c1ccccc1 (centres undefined)
→ i	i	-3	i	i	i	i	i	i	i	i
6	O=C(CS(=O)(=O)c1cn(CC(=O)N2CCOCC2)c2ccccc12)Nc1ccccc1F
→ i	i	0	i	i	i	i	i	i	i	i
7	O=C(Nc1cccnc1Oc1ncnc2cc(Cl)ccc12)c1ccc(F)cc1
→ i	i	-7	i	i	i	·	i	i	i	i
8	COc1ccc(/C=C(\C#N)c2nc3ccccc3[nH]2)cc1O
→ i	i	-2	i	·	·	i	·	i	i	·
9	Cc1ccc(C(=O)CSc2nnc(C)s2)cc1
→ i	i	-6	i	i	i	i	i	i	i	i
10	CC(C)(C)c1ccc(C(=O)Nc2ccccc2Cl)cc1
→ i	i	-1	i	i	i	i	i	i	i	i
11	CC(C)CN1CC(C(=O)O)CC1=O (centres undefined)
→ i	i	5	i	i	i	i	i	i	i	i
12	Cc1ccc(N(C(=O)c2snc(C(N)=O)c2N)C(C(=O)NCCC(C)C)c2ccco2)cc1 (centres undefined)
→ i	i	-2	i	i	i	i	i	i	i	i
13	COc1ccccc1N(Cc1cc2ccc(C)cc2[nH]c1=O)C(C)=O
→ i	i	3	i	i	i	i	i	i	i	i
14	C/C(=N\NC(=O)c1cc(-c2ccc(Cl)s2)[nH]n1)c1ccncc1
→ i	i	0	i	i	i	i	i	i	i	i
15	COC(=O)C1(C)NC(c2ccccc2F)C2C(=O)N(c3ccccc3)C(=O)C21 (centres undefined)
→ i	i	3	i	i	i	i	i	i	i	i
16	COCCN(Cc1nc(-c2ccc(-c3ccccc3)cc2)oc1C)C(C)C
→ i	i	3	i	i	i	i	i	i	i	i
17	C/C(=N\NC(=O)c1ccc(C)cc1C)c1ccc(-n2ccnc2)cc1
→ i	i	-7	i	i	i	i	i	i	i	i
18	Cn1cc(CN2CCC(n3nccc3NC(=O)c3ccccc3Cl)CC2)cn1
→ i	i	-1	i	i	i	i	i	i	i	i
19	O=S(=O)(Cc1ccc(Cl)cc1)N1CCN(Cc2ccccc2)CC1
→ i	i	·	i	i	i	i	i	i	i	i
20	O=C(COc1cccc(F)c1)Nc1ccc2[nH]c(=O)[nH]c2c1
→ i	i	-1	i	i	i	i	i	i	i	i
21	COc1c(OC(C)=O)ccc(/C=N\NC(=O)c2ccc(Br)cc2)c1[N+](=O)[O-]
→ i	i	1	i	i	i	i	i	i	i	i
22	O=C(N[C@@H]1C[C@H]2CC[C@@H]1C2)c1ccco1
→ i	i	0	i	i	i	i	i	i	i	i
23	CC(=O)c1c(C)[nH]c(C(=O)Nc2cc(S(=O)(=O)N(C)C)ccc2C)c1C
→ i	i	14	i	i	i	i	i	i	i	i
24	Cc1nn2c(COc3ccc(NC(=O)C(C)C)cc3)nnc2c2ccccc12
→ i	i	102*	i	i	i	i	i	i	i	i
25	COCc1cc(C)nc(SCC(=O)Nc2ccc3c(c2)OCCO3)c1C#N
→ i	i	0	i	i	i	i	i	i	i	i
26	O=C(Cn1nnc2ccccc2c1=O)N1CCOCC1
→ i	i	0	i	i	i	i	i	i	i	i
27	CC1=C(C(=O)OCc2ccccc2)C(c2ccccc2)NC(=O)N1CCCCCC(=O)O (centres undefined)
→ i	i	11	i	i	i	i	i	i	i	i
28	CCc1nnc(NC=C2C(=O)OC(C)(C)OC2=O)s1
→ i	i	-12	i	i	i	i	i	i	i	i
29	COc1cccc(NC(=O)Cc2ccc3ccccc3c2)c1
→ i	i	6	i	i	i	i	i	i	i	i
30	COc1ccc(CN(C)CC(=O)Nc2sc3c(c2C#N)CCC3)c(OC)c1
→ i	i	-9	i	i	i	i	i	i	i	i
31	CCOc1ccccc1NC(=S)NC1CCCCC1
→ i	i	-9	i	i	i	i	i	i	i	i
32	O=c1c2cc([N+](=O)[O-])ccc2nc2n1CCC2
→ i	i	-2	i	i	i	i	i	i	i	i
33	CC(Oc1ccc(F)cc1)C(=O)Nc1nc(-c2ccccn2)cs1 (centres undefined)
→ i	i	107*	i	i	i	i	i	i	i	i
34	O=C(O)CN(C1CCCCC1)S(=O)(=O)c1ccc(F)cc1
→ i	i	0	i	i	i	i	i	i	i	i
35	COC(=O)c1sccc1NC(=O)c1cc(OC)cc(OC)c1
→ i	i	12	i	i	i	i	i	i	i	i
36	CC(=O)NC(Cc1ccc(O)cc1)C(=O)NN (centres undefined)
→ i	i	1	i	i	i	i	i	i	i	i
37	CCn1ncc([C@@H]2C[C@H]3CN(Cc4ccccc4C)C(=O)[C@]34CCCN24)c1C
→ i	i	-5	i	i	i	i	i	i	i	i
38	O=C(CN1C(=O)c2ccccc2C1=O)Nc1ccccc1F
→ i	i	1	i	i	i	i	i	i	i	i
39	Cc1ccnn1CC(=O)N/N=C/c1cccs1
→ i	i	6	i	i	i	i	i	i	i	i
40	COc1ccc(S(=O)(=O)N2CCOCC2)cc1C(=O)Nc1nc2ccccc2s1
→ i	i	2	i	i	i	i	i	i	i	i
41	CC(Nc1nc(N2CCNCC2)nc2ccccc12)c1ccccc1 (centres undefined)
→ 103*	i	2	i	i	i	i	i	i	i	i
42	Fc1ccc(-c2nc(-c3cccs3)[nH]c2-c2ccc(F)cc2)cc1
→ i	i	13	i	i	i	i	i	i	i	i
43	CCc1nnc(SCC(=O)NC2CCCCC2)nc1CC
→ i	i	-5	i	i	i	i	i	i	i	i
44	Cc1cc(C)cc(NC(=O)CSCc2cnn(-c3ccccc3)c2-n2cccc2)c1
→ i	i	-1	i	i	i	i	i	i	i	i
45	COc1ccc(C(=O)Nc2sc(C(=O)N(C)C)c(C)c2C#N)cc1[N+](=O)[O-]
→ i	i	2	i	i	i	i	i	i	i	i
46	Cc1ccc(S(=O)(=O)N2CCC(C(=O)Nc3nnc(C)s3)CC2)cc1
→ i	i	2	i	i	i	i	i	i	i	i
47	CCc1ccc2c(COC(=O)c3n[nH]c4ccccc34)cc(=O)oc2c1
→ i	i	16	i	100*	i	i	i	i	i	i
48	CC(=O)N1c2ccc(S(=O)(=O)N3CCC(C(=O)Nc4ccccn4)CC3)cc2CC1C (centres undefined)
→ i	i	-7	i	i	i	i	i	i	i	i
49	Cc1sc2nc(C(C)C)oc(=O)c2c1C
→ i	i	2	i	i	i	i	i	i	i	i
50	O=Cc1ccc(N2N=C(c3ccccc3)CC2c2ccccc2)cc1 (centres undefined)
→ i	i	8	i	i	i	i	i	i	i	i
51	O=[N+]([O-])c1ccc(OCc2n[nH]c(=S)n2-c2ccccc2)cc1
→ i	i	0	i	i	i	i	i	i	i	i
52	Cc1ncoc1C(=O)N1CCCC(C(=O)Nc2cccc(-c3ccc(F)cc3)c2)C1 (centres undefined)
→ i	i	-9	i	i	i	i	i	i	i	i
53	COc1ccccc1CN1CCN(C(=O)c2cccc3ccccc23)CC1
→ i	i	18	i	i	i	i	i	i	i	i
54	O=C1CS/C(=N/N=C/c2ccncc2)N1
→ i	i	1	i	i	i	i	i	i	i	i
55	O=C(NCCc1ccc([N+](=O)[O-])cc1)c1ccccc1
→ i	i	-9	i	i	i	i	i	i	i	i
56	CCOc1ccccc1-c1nc(-c2ccc(NC(=O)c3ccc(Br)o3)cc2)no1
→ i	i	19	i	i	i	·	i	i	i	i
57	CCOC(=O)COc1ccc2c(C#N)c3ccccn3c2c1
→ i	i	3	i	·	·	i	·	i	i	·
58	O=C(O)c1c[nH]c2ccc(S(=O)(=O)N3CCOCC3)cc12
→ i	i	1	i	i	i	i	i	i	i	i
59	CCCN(CCC)CCN1C(=O)C2C(C(=O)Nc3cccc(SC)c3)C3C=CC2(O3)C1C(=O)NC1CCCCC1 (centres undefined)
→ i	i	-5	i	100*	i	i	i	i	i	i
60	CCN(CC)c1ccc(NC(=O)c2ccc3c(c2)OCO3)c(C)c1
→ i	i	0	i	i	i	i	i	i	i	i

Other results follow:
Values in the order: TRPC4 agonist	TRPC6 activator	SKKanGAS inh	TRPC4 block	ANO1 block	MrgX1 antagonist	TMEM16A act	MrgX1 agonist	TRPC4 potent	TRPC6 inhibitor	MrgX1 allo act
61	O=C(COC(=O)CCSc1ccccc1)Nc1cc(F)ccc1F
→ i	i	-3	i	i	i	i	i	i	i	i
62	O=C(CSC(=S)N1CCOCC1)Nc1ncc2c(n1)CC(c1ccco1)CC2=O (centres undefined)
→ i	i	-3	i	i	i	i	i	i	i	i
63	CN(C(=O)CC1C(=O)NCCN1Cc1cccc(C(F)(F)F)c1)C1CCOCC1 (centres undefined)
→ i	i	0	i	i	i	i	i	i	i	i
64	Cc1nnc(N2CCOCC2)c2nn(-c3cccc(Cl)c3)c(C)c12
→ i	i	7	i	i	i	i	i	i	i	i

Two compounds from above, showing only SKKanGAS inh:
No. | smiles | SKKanGAS inh
37 | CCn1ncc([C@@H]2C[C@H]3CN(Cc4ccccc4C)C(=O)[C@]34CCCN24)c1C | -5
38 | O=C(CN1C(=O)c2ccccc2C1=O)Nc1ccccc1F | 1

Rows are unselected; any-hit rate near 6.7%.
